# STAT3 activator: increases IL-6 driven STAT3 reporter signal; activation (% of control), % at 5.6 µM; 190,000 compounds, 0.91% hits; U3A cells, IL-6 STAT3-luciferase reporter, luminescence; 100% = signal with IL-6 EC80 alone; AID 871;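 active = activation above the screen-wide mean of compound activation plus 3 SD, cut at about 130% in these data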;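 also: 0% = background luminescence of wells with medium and substrate only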
#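 Material: STAT3-luciferase reporter U3A cells; Probe or stimulus: IL-6 (33 ng/mL); Incubation: compound pre-incubation 1 h before IL-6, then 6 h stimulation at 37 °C; Technique: luminescence from STAT3-driven luciferase reporter; Evaluation: % activation versus median of IL-6-stimulated wells; Controls: IL-6-only high control.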
# Hsp70 act: switches on Hsp70 transcription. HeLa Hsp70 promoter luciferase reporter, luminescence; scaled: vehicle 0, proteasome-inhibitor control 100%. activation, % at 10 µM. AID 1203. 200,000 compounds, 0.04% hits;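 active = activation above the mean across all tested compounds plus 3 SD, cutoff set per campaign, cut at about 5.5% in these data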;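 also: 100% = MG132 at 30 µM as the positive control and 0% = DMSO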
# Redox H2O2 prof: compounds producing H2O2 with reducing agent – biochemical, NIH compound library profiling, artefact control for MLSCN library redox annotation, primary screen. DTT-dependent redox cycling H2O2, phenol red/HRP absorbance; 100% = 100 µM peroxide control, 0% = buffer. activation, % at 10 µM. 200,000 compounds, 0.03% hits;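 active = activation of at least 50% relative to the plate's high and low controls in the primary single-dose screen; inactive = activation below 50%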;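 also: compound incubated with DTT at 0.8 mM final as the reducing agent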
# NF-kB expr up: compounds increasing NF-kB expression in human neuronal cells | NF-kB reporter expression; hits give high values | fold change at 12.5 µM | 190,000 compounds, 1.6% hits | AID 1239; in the data active = fold change above about 3.3
# STAT3 blocker: STAT3 signaling inhibition; U3A cells, IL-6 STAT3-luciferase reporter, luminescence; host cell line lacks STAT1; 190,000 compounds, 0.89% hits; AID 862; inhibition, % at 5.5 µM;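 active = inhibition above the mean inhibition across all screened compounds plus 3 SD, cut at about 44% in these data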;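 also: 0% = DMSO only wells and 100% = 100 µM nifuroxazide control wells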
# HMGR II inh: inhibitors of class II HMG-CoA reductase from Enterococcus faecalis. 190,000 compounds, 0.41% hits. purified E. faecalis HMGR, NADPH absorbance 340 nm kinetic. AID 1066. inhibition, % at 10 µM;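 active = inhibition above a set limit, the median over all tested compounds plus 3 SD, cut at about 9.5% in these data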;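 also: enzyme runs in reverse so mevalonate oxidation gives rising NADPH absorbance; 0% = complete reaction with DMSO and 100% = background rate lacking mevalonate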
# TLR4-MyD88 BLA: blocks binding of human TLR4 to MyD88; HeLa CL3-4 TLR4/MyD88 BLA complementation, FRET ratio; 200,000 compounds, 0.18% hits; inhibition, % at 8.4 µM; O00206+Q99836; in the data active = inhibition above about 25%;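 also: 0% = vehicle and 100% = reference inhibitor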
# Target sequence (O00206 whole entry, looked up): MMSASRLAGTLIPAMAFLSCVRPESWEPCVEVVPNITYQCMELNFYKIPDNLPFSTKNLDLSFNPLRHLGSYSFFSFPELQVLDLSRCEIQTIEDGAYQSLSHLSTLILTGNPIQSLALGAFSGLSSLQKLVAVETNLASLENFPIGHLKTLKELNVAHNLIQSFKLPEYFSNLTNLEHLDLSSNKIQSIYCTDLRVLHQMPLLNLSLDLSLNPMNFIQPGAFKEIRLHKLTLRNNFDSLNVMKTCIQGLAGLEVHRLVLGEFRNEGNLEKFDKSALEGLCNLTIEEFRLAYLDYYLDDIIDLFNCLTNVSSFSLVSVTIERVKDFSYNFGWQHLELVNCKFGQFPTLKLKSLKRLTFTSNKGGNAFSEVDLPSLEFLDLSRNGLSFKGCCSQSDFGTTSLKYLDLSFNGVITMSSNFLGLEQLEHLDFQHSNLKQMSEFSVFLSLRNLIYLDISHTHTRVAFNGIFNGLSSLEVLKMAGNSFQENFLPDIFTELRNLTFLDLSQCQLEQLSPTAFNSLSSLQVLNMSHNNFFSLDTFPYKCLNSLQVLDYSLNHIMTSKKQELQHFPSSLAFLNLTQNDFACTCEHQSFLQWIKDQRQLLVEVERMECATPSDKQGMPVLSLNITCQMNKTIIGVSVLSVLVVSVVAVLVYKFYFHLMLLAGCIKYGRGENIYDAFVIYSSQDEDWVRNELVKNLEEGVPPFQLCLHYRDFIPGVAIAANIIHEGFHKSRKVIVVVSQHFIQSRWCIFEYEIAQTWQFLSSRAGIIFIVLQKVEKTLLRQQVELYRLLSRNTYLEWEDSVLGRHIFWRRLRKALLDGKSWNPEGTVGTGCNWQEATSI
# Target sequence (Q99836 whole entry, looked up): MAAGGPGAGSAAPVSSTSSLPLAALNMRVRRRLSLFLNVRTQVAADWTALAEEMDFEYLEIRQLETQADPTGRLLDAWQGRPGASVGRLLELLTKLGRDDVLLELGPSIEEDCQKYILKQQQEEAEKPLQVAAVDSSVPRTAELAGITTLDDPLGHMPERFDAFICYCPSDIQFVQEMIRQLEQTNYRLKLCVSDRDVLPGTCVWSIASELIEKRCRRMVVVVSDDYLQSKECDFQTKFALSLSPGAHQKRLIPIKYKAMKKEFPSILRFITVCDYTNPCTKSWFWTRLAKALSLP
# APP 5'UTR act: APP 5'UTR luciferase reporter activation; SH-SY5Y APP 5'UTR luciferase reporter, luminescence; zero percent = DMSO vehicle wells; activation, % at 2 µM; 190,000 compounds, 1% hits;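 active = activation above a set limit, based on mean plus 3 SD of controls, cut at about 140% in these data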; also: values of inactives mirror those of a sister screen read the other way
# STAT1 act: increases IFN-gamma driven STAT1 reporter signal; NIH 3T3 STAT1-luciferase reporter, luminescence; 100% = IFN-gamma alone, no compound; activation (% of control), % at 5.5 µM; 200,000 compounds, 2.6% hits;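 active = activation above the screen-wide mean activation plus 3 SD, cut at about 130% in these data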;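 also: raw ratio to IFN-gamma control signal so 100% means no change and 0% no light; values of inactives mirror those of a sister screen read the other way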
# STAT1 inh: inhibitors of IFN-gamma induced STAT1 signaling; NIH 3T3 STAT1-luciferase reporter, luminescence; inhibition, % at 5.5 µM; 200,000 compounds, 0.35% hits;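 active = inhibition above a set limit, the mean inhibition across all tested compounds plus 3 SD, cut at about 34% in these data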;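 also: 0% = IFN-gamma with DMSO and 100% = IFN-gamma with 300 µM nifuroxazide; values of inactives mirror those of a sister screen read the other way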
# Active calls of the source: *; nt = not tested or not shown.
Molecule	STAT3 activator	Hsp70 act	Redox H2O2 prof	NF-kB expr up	STAT3 blocker	HMGR II inh	TLR4-MyD88 BLA	APP 5'UTR act	STAT1 act	STAT1 inh
COC(=O)c1nc(NC(=O)c2ccccc2)n[nH]1	99	-0.3	-8.6	1.1	4	-4	9	5	98	3
O=C(NNc1ccccc1[N+](=O)[O-])Nc1ccc(F)cc1	99	-0.2	-0.5	1.4	1	-3	-13	-11	91	10
CC(=O)Nc1ccc(C(=O)OCc2ccc(Cl)c(Cl)c2)cc1	104	-0.4	-0.2	0.95	-7	-6	-2	4	98	2
CCc1nnc(NC(=O)CSc2nnc3c(C)cc4c(C)ccc(C)c4n23)s1	97	-0.1	0.1	0.95	3	2	2	8	102	-2
CC1CCCC(NC(=O)COC(=O)c2ccc(N(C)C)cc2)C1C (stereo not drawn)	91	-0.4	-0.9	1.3	12	-1	-6	12	102	-2
c1ccc(COc2ccc(CNn3cnnc3)cc2)cc1	104	-0.3	1.5	1.2	0	1	-3	-16	110	-11
Cc1cc(Cl)ccc1OCCCC(=O)NC1CCN(C)CC1	106	-0.2	-2.0	1.2	0	2	11	27	96	5
Cc1ccc(S(=O)(=O)c2nc(-c3ccco3)oc2NCC2CCCO2)cc1 (stereo not drawn)	106	-0.1	0.0	1.1	-5	1	-12	14	106	-7
CCCCOc1ccc(CSCCNC(=S)Nc2ccccc2)cc1	105	0.0	0.2	1.4	-10	-1	-11	-3	98	2
CN(CCc1ccccn1)C(=O)c1ccc(OC(F)(F)F)cc1	107	-0.4	-0.6	1.2	-4	6	-18	20	104	-3
CCOC(=O)CC(NCc1ccc(OC)c(OCC)c1)c1ccc(C)cc1 (stereo not drawn)	96	-0.1	1.1	1.1	10	1	3	-11	94	4
CCC(=O)Nc1nnc(SCc2ccccc2F)s1	104	-0.1	-0.8	1.6	-1	-2	3	23	115	-18
O=C(O)CCc1ccc(-c2ccccc2)n1Cc1ccco1	105	-0.1	-0.1	0.91	-8	-8	-8	12	98	2
CCOC(=O)c1cccc(NC(=O)C2CCCN(S(=O)(=O)c3c(C)nn(C)c3C)C2)c1 (stereo not drawn)	84	-0.2	-0.8	1.2	27	0	-4	12	99	2
Cc1ccc2cc(CN(Cc3ccco3)C(=O)c3ccccc3)c(=O)[nH]c2c1C	95	0.1	0.6	0.97	12	-3	-2	9	102	-2
COc1ccc(N(Cc2cc3ccc(C)cc3[nH]c2=O)C(=O)c2ccco2)cc1	99	-0.1	-0.6	1.1	4	1	3	17	106	-6
CCCOc1ccc(N2C(=O)CC(N(Cc3ccco3)C(C)=O)C2=O)cc1 (stereo not drawn)	99	-0.3	0.2	1.2	3	-4	5	11	112	-12
C=CCOC(=O)C1=C(C)NC(SCC(=O)OCC)=C(C#N)C1c1ccc(C)cc1 (stereo not drawn)	99	-0.1	-2.7	1.2	6	2	-10	7	99	1
NC(=O)c1cc2cc(Cc3ccccc3Cl)ccc2oc1=O	101	-0.4	-0.2	0.97	1	-6	-9	2	98	0
Cc1cccc(NC(=O)CSc2nnc(-c3ccco3)c(-c3ccco3)n2)c1C	105	0.1	2.5	1.2	-2	4	7	-7	96	5
Cc1cc(=O)[nH]c(-c2cccnc2)n1	103	0.2	0.1	1.1	-2	-2	-5	30	107	-9
CCCc1nnc2c(N(C)S(=O)(=O)c3ccccc3)nc3ccccc3n12	106	-0.3	0.3	0.91	-6	-1	4	9	105	-6
CCOc1cc(NC(=S)NCC2CCCO2)c(OCC)cc1NC(=O)C1CC1 (stereo not drawn)	94	0.3	-0.2	1	13	-11	-12	-5	99	0
Nc1c(C(=O)Nc2ccccc2)sc2nc3c(c(-c4ccco4)c12)CCCC3	96	-0.1	2.0	1.6	8	-1	19	19	97	3
Cc1c(Br)cc(C(=O)NCc2ccco2)c(C)c1C	95	0.0	-2.3	0.87	10	1	-13	-20	90	12

# Next section:
Molecule	STAT3 activator	Hsp70 act	Redox H2O2 prof	NF-kB expr up	STAT3 blocker	HMGR II inh	TLR4-MyD88 BLA	APP 5'UTR act	STAT1 act	STAT1 inh
CC(C)C(C(=O)OCC(=O)c1ccccc1)N1C(=O)C2C3C=CC(C3)C2C1=O (stereo not drawn)	113	0.1	-0.5	1	-6	-1	14	4	101	-2
Cc1ccccc1C1CCCN(Cc2nc(CC3CC3)no2)C1 (stereo not drawn)	103	-0.2	0.1	0.96	0	-2	10	5	98	1
c1ccc(CSc2ccc(-c3cccnc3)nn2)nc1	105	-0.3	-0.2	1.3	-1	-8	9	31	109	-10
CN(CC(=O)Nn1cnnc1)S(=O)(=O)c1ccccc1	96	-0.1	0.2	1.4	5	-2	4	-6	102	-2
O=C(Nc1ccc2c(c1)OCCO2)c1ccc(Br)s1	67	-0.3	-0.1	11*	39	-4	-2	198*	184*	-94
COc1ccc(-c2cc(CCCC(=O)N3CCN(c4ccc(OC)cc4)CC3)no2)cc1	94	-0.1	-0.7	0.74	16	3	1	5	98	2
Cc1onc(NC(=O)c2ccc(Cl)cc2Cl)c1Br	90	-0.4	-1.5	2	16	4	6	59	127	-30
Cc1cc(C)nc(SCc2ccc([N+](=O)[O-])cc2)n1	95	0.1	-0.2	1.2	13	-6	-2	-13	98	0
CCOc1cc(NC(=O)c2ccco2)c(OCC)cc1NC(=O)COc1ccccc1C	86	-0.2	-2.7	nt	21	nt	-17	10	99	2
COc1ccc(CCNC(=O)C2(C)CCC(=O)N2CCC(C)C)cc1OC (stereo not drawn)	98	0.2	-0.1	1.1	8	-8	-12	-10	98	2
COCCn1c(=NC(=O)c2sc3ccccc3c2Cl)sc2cc(S(N)(=O)=O)ccc21	99	0.1	-0.2	0.8	-1	-3	-15	-6	101	-1
O=C(CCn1ccnc1)Nc1nc2ccccc2[nH]1	106	0.7	-2.1	1.3	-5	-3	-13	-11	109	-10
CC(=O)Nc1sc(C)c(C)c1CN1CCN(Cc2ccccc2)CC1	107	-0.1	-0.5	1	2	-7	-7	4	97	4
Cc1sc2nc(Cc3ccccc3)[nH]c(=O)c2c1-c1ccccc1	97	0.1	-0.4	1.1	2	6	2	-19	101	-1
NC(=O)NNc1ncc(C(F)(F)F)cc1Cl	103	-0.2	-0.3	1.1	4	1	4	6	107	-8
Cn1ncc(Cl)c1C(=O)Nc1sc2c(c1C(N)=O)CCC2	95	-0.2	0.5	1.1	9	-1	2	-1	110	-10
CCOC(=O)c1cc(C#N)c(SC)nc1-c1ccccc1	107	-0.2	1.9	1.3	2	2	-2	12	103	-4
Cn1/c(=N/NC(=O)c2ccccc2Br)sc2ccccc21	104	0.3	-0.4	1.2	0	-3	1	38	119	-24
Cn1nnnc1SCC(=O)Nc1cccc(S(=O)(=O)N2CCCC2)c1	103	-0.4	-3.2	1.3	-4	2	-4	24	94	6
Cc1nnc(SCC(=O)NC23CC4CC(CC(C4)C2)C3)s1	105	-0.5	0.8	1.2	-4	-5	-5	-9	98	-1
CCCCCOc1ccc(CSC(=N)N)cc1[N+](=O)[O-]	94	-0.1	-3.1	1.7	11	-6	-10	24	100	0
CCN(CC)CC#CCC(C)(c1ccccc1)c1ccccc1	104	-0.4	1.4	1.1	3	-1	1	-9	99	1
O=C(/C=C/Nc1ccc(S(=O)(=O)Nc2ncccn2)cc1)c1ccc(Cl)c(Cl)c1	100	-0.2	-0.2	0.92	2	-5	11	4	101	-1
COc1ccccc1NS(=O)(=O)c1ccc(OC)c([N+](=O)[O-])c1	102	0.0	0.3	1	6	1	7	-10	100	-2
Cc1ccccc1C(=O)NC(=S)Nc1ccc(S(=O)(=O)N2CCN(C)CC2)cc1	99	0.0	0.2	0.99	8	-2	-9	-1	105	-5

# (next part)
Molecule	STAT3 activator	Hsp70 act	Redox H2O2 prof	NF-kB expr up	STAT3 blocker	HMGR II inh	TLR4-MyD88 BLA	APP 5'UTR act	STAT1 act	STAT1 inh
NC(=O)C1CCCN(C(=O)NC2CCCCC2)C1 (stereo not drawn)	100	-0.1	2.5	1.1	2	-3	-4	-31	102	-2
CCOC(=O)c1ccc(NC(=O)CC2C(=O)N(c3ccc(F)cc3)C(=O)N2CCCOC)cc1 (stereo not drawn)	108	0.6	0.5	1.2	-4	-5	5	19	108	-9
COc1ccccc1CCNC(=O)c1csc2c1CCCC2	102	-0.5	-0.1	1.5	2	0	5	3	111	-15
CCN(Cc1ccncc1)Cc1nc(CC2CC2)no1	105	-0.3	-0.7	1.4	-3	-1	6	-11	96	2
c1ccc(CSC2=NCCS2)cc1	95	0.0	-0.3	1.3	17	-1	1	42	105	-6
NC(=O)COC(=O)c1cc(-c2cccs2)nn1-c1ccccc1	113	0.1	0.0	0.94	-10	-5	6	13	92	9
CC1(C)CC(=O)C2=C(C1)N(Cc1ccccc1)C(=O)C2(O)C(F)(F)F (stereo not drawn)	101	-0.1	2.9	1.3	3	-3	-7	-6	96	4
O=C(NCCCN1CCOCC1)c1cccnc1	112	-0.1	-0.2	1.1	-9	1	-5	-10	102	-2
COc1ccc(S(=O)(=O)N(Cc2ccc(OC)c(OC)c2)Cc2ccco2)cc1	93	-0.3	-1.3	0.72	14	-2	-4	-1	89	12
O=C(O)CSc1nnc(-c2cccc(S(=O)(=O)N3CCCCC3)c2)o1	105	-0.2	0.1	1	-1	-2	8	12	99	-2
CCOC(=O)N1CCN(S(=O)(=O)c2ccc(OC)c(Cl)c2)CC1	106	0.0	-0.9	0.91	-4	-2	3	-2	103	0
COc1ccc(Nc2n[nH]c(C)c2[N+](=O)[O-])cc1	104	0.1	-1.3	4.8*	-1	-9	4	35	121	-23
CCOC(=O)N1CCN(c2nc(C)c3c(n2)CCCC3=O)CC1	92	0.1	3.0	1.2	12	-4	2	17	108	-8
Cc1cc(-c2ccccc2)nc(N(C)NC(=O)C2CC2)c1S(C)(=O)=O	104	-0.2	-1.1	0.94	-5	-9	-5	3	106	-5
COc1ccc(CNc2nc(SC)n[nH]2)cc1OC	108	-0.4	-0.9	1	-5	1	9	5	103	2
COc1cccc(OCC(O)CN2CCC(CN3C(=O)c4cccc5cccc(c45)C3=O)CC2)c1 (stereo not drawn)	81	-0.1	-0.3	0.61	25	1	6	-21	102	-4
NS(=O)(=O)c1ccc(NS(=O)(=O)c2ccc(NC(=S)Nc3ccccc3)cc2)cc1	101	-0.2	0.9	1.1	1	-1	7	20	103	-3
Brc1ccccc1-c1nnc(CSc2nncn2-c2ccccc2)o1	103	-0.4	1.8	1.1	6	-2	-15	3	99	2
CC(C)NS(=O)(=O)c1ccc(NC(=O)C2CCCCC2)cc1	96	-0.4	0.2	0.86	5	-1	4	-8	105	-5
COc1ccc(C(C)N2CC34C=CC(O3)C(C(=O)O)C4C2=O)cc1 (stereo not drawn)	102	-0.1	0.6	1	2	0	-10	10	100	0
